ABHD5-PLIN5 inh = ABHD5-PLIN5 interaction inhibitors, primary screen, cell lysate, split luciferase complementation, luminescence; 360,000 compounds, 0.78% hits; inhibition, % at 4 µM; Split G. princeps luciferase complementation, 4 h;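 active = inhibition above the mean inhibition across every tested compound plus 3 SD, cut at about 22% in these data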;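 also: 0% = DMSO only wells and the 100% control is not disclosed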
N-glyco inh = increase of ERlucT glycosylation luciferase signal, primary screen, N-linked glycosylation inhibitor project, D54 ERlucT cells, luminescence, set 2. D54 ERlucT glycosylation luciferase reporter, 24 h; percent of 100 nM tunicamycin response. 360,000 compounds, 0.23% hits. reporter increase, % at 12.5 µM;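 active = mean luciferase reporter signal, scaled so untreated is 0 and the glycosylation-blocking control 100, at or above a set limit in every replicate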;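 also: luciferase carries N-glycosylation sites so blocking glycosylation raises the light; 0% = median of neutral control wells and 100% = median of 100 nM tunicamycin wells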
MC4R antagonist = MC4R antagonists of cAMP signaling, primary screen, cell-based, TR-FRET, antagonist arm of biased-ligand search; inhibition, % at 6.5 µM; Melanocortin receptor 4 (Homo sapiens), P32245; MC4R-expressing cells, MTII-stimulated cAMP, LANCE TR-FRET; AID 540295, 2011; 360,000 compounds, 0.48% hits;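 active = inhibition above its plate's cutoff, the mean of tested wells on that plate plus 3 SD, cut at about 29% in these data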;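 also: 0% = Melanotan II alone and 100% = Melanotan II plus saturating MCL0020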
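Material: human MC4R-expressing U2OS cells. Probe or stimulus: Melanotan II challenge. Dosing: 6.5 µM single dose. Times: 30-min compound, 1-h challenge, 1-h detection, room temperature. Technique: TR-FRET with Eu-cAMP and labeled anti-cAMP, 671 nm. Replication: singlicate.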
CaV13 FRET inh = Primary screen for inhibitors of IQ motif and Ca2+-dependent inactivation inhibitor domain binding in CACNA1D, Förster resonance energy transfer in living cells, …. HEK cells, CFP/YFP FRET ICDI-IQ, plate reader, 10 min; percent FRET-ratio fall versus neutral wells. inhibition, % at 12.3 µM. 340,000 compounds, 0.098% hits. AID 743397;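 active = mean replicate inhibition of at least 30% and at least 1% of replicates passing that level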;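 also: 0% = median of the neutral control wells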
PDI inh = inhibitors of human PDI, primary screen, biochemical, turbidity, single point, plate reader | Protein disulfide-isomerase (Homo sapiens), P07237 | PDI insulin aggregation turbidity, A650, 90 min | inhibition, % at 10 µM | 350,000 compounds, 0.052% hits;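 active = mean inhibition across replicates of 30% or more, whatever share of single replicates reach that level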;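 also: absorbance from insulin aggregation driven by PDI reduction with DTT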
Target sequence (P07237 whole entry, looked up): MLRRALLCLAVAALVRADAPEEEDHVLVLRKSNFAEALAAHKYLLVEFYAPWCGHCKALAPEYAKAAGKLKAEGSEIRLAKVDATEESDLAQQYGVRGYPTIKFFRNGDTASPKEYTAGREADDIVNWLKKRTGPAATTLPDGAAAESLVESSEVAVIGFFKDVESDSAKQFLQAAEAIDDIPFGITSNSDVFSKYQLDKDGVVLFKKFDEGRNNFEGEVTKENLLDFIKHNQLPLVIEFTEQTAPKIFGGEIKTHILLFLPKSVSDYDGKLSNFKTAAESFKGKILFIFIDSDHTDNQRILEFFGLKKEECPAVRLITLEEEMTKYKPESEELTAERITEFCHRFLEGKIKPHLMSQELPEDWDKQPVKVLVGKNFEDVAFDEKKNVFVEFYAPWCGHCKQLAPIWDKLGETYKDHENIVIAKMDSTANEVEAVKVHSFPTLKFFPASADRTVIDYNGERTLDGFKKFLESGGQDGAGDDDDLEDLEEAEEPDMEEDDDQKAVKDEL
Cardio protect = cardioprotection against H2O2-induced cell death, primary screen, uHTS, H9c2 cells, ATPLite luminescence | protection from H2O2 cell death, % at 20 µM | AID 588492, 2011 | H9c2 cardiomyocytes, H2O2 injury protection, 2 h | 360,000 compounds, 0.63% hits;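 active = compounds giving at least 50% protection of heart cells from peroxide-induced death in the single-dose screen, raw or plate-pattern-corrected value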;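 also: 0% = DMSO wells with peroxide and 100% = DMSO wells without peroxide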
MC4R ag barr = MC4R agonists recruiting beta-arrestin, primary screen, cell-based, luminescence, agonist arm of biased-ligand search | U2OS MC4R beta-arrestin complementation; percent of melanotan II response, DMSO zero | activation, % at 8.9 µM | 360,000 compounds, 0.98% hits | AID 540308, 2011;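 active = activation above a per-plate cutoff, the mean activation of sample wells on that plate plus 3 SD, cut at about 8% in these data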
ABCB6 inh MLPCN = ABCB6 transporter inhibitors, primary screen, K562-ABCB6 cells, flow cytometry, MLPCN library. ATP-binding cassette sub-family B member 6 (Homo sapiens), Q9NP58. 360,000 compounds, 0.19% hits. fluorescence ratio to DMSO, % at 10 µM. K562-ABCB6 porphyrin accumulation, 1 h; active compounds read low;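 active = fluorescence ratio to DMSO below 75%, the collection mean minus 3 SD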;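 also: signal is porphyrin accumulated inside mitochondria; 100% equals median channel fluorescence of DMSO control wells; lower ratio means ABCB6 inhibition with less porphyrin fluorescence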
m5-HT2A agonist = mouse Htr2a agonists via beta-arrestin recruitment, primary screen, cell-based, luminescence. AID 624169, 2012. 360,000 compounds, 0.66% hits. CHO-K1 mHTR2A beta-arrestin complementation; percent of 30 µM serotonin response. activation, % at 7.6 µM. 5-hydroxytryptamine receptor 2A (Mus musculus), P35363;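 active = activation above a run cutoff, the mean activation of all tested compounds plus 3 SD, cut at about 14% in these data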;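 also: 0% = plate median of compound wells and 100% = 30 µM serotonin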
Target sequence (P35363 whole entry, looked up): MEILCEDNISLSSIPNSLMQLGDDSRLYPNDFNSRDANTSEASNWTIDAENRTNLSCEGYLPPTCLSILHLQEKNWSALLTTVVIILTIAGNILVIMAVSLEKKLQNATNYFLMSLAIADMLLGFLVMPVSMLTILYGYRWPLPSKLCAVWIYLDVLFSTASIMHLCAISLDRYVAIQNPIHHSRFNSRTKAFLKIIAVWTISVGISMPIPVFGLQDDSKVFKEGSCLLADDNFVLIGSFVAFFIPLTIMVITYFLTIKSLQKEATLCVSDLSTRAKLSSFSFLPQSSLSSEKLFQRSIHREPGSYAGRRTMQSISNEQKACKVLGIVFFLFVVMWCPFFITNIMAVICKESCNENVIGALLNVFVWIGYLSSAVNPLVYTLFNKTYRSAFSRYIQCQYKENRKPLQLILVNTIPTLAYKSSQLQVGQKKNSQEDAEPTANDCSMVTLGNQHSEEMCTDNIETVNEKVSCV
Exocytosis inh = LAMP-1 surface exposure blockers, TALL-104 cells – cell-based, flow cytometry, MLPCN library, primary screen. TALL-104 LAMP-1 surface exposure; cells stimulated with thapsigargin and PMA. inhibition, % at 10 µM. 360,000 compounds, 0.66% hits. AID 651702, 2012;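 active = inhibition above about 55%, limit read from the data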
An asterisk follows results filed as active; x = not tested or not shown.

SMILES	ABHD5-PLIN5 inh	N-glyco inh	MC4R antagonist	CaV13 FRET inh	PDI inh	Cardio protect	MC4R ag barr	ABCB6 inh MLPCN	m5-HT2A agonist	Exocytosis inh
Cc1cccc(-c2cc3c(N=O)c4ccccc4c-3n[nH]2)c1	-8.9	-15.1	-28.8	-2.5	1.6	-6.4	1.7	95.0	-2.1	-2.9
CCC(Oc1ccc(C)cc1)C(=O)Nc1ccc2c(c1)n(C)c(=O)n2C (centres undefined)	8.3	4.5	6.8	-20.1	-0.1	-2.0	-1.5	106.0	-2.3	25.9
COc1ccc(S(=O)(=O)Nc2cccc(/C=C/C(=O)O)c2)cc1	-1.4	1.4	-7.7	-10.0	2.8	-4.2	2.9	100.0	-4.8	4.5
COc1ccc(N2CCN(c3nc4c(c(=O)[nH]c(=O)n4C)n3Cc3cccc(C)c3)CC2)cc1	0.5	-1.6	1.1	-18.0	-2.3	-2.7	-2.3	95.0	5.1	2.9
Cc1cc(/C(N)=N/OC(=O)Nc2cccc(C(F)(F)F)c2)no1	3.8	0.8	7.8	-2.4	-8.3	-0.3	-2.3	97.0	-2.5	-4.6
COCC(C)n1c(C)cc(C(=O)CN2C(=O)NC3(CCCCC3C)C2=O)c1C (centres undefined)	2.6	4.4	9.5	-5.3	3.7	1.4	-1.4	90.0	-0.1	-1.1
Cc1ccccc1NC(=O)Cn1nnc(-c2ccc(N3CCOCC3)cc2)n1	-0.5	0.4	16.7	-4.4	-1.2	-4.1	6.0	99.0	-5.2	-1.2
CC1(NC(=O)N2CCOCC2)CCS(=O)(=O)C1 (centres undefined)	1.0	0.0	-9.0	-9.5	0.1	3.2	0.5	106.0	2.2	-5.3
COc1ccccc1C1C2=C(CC(C)(C)CC2=O)Nc2nnnn21 (centres undefined)	1.0	1.5	2.3	-14.0	8.8	0.0	-0.2	95.0	5.5	-3.2
c1ccc(C2NCCn3cccc32)cc1 (centres undefined)	-1.4	0.4	6.1	x	0.6	15.2	-1.6	95.0	-3.2	3.3
Cc1cc(C(=O)CCC(=O)N(C)CC2COc3ccccc3O2)c(C)s1 (centres undefined)	6.2	-0.2	11.9	-9.7	4.7	-1.6	-0.8	96.0	-10.5	-10.5
CC1CN(C(=O)CCC(=O)NC2CCCCC2)c2ccccc2S1 (centres undefined)	-0.7	-2.2	7.4	-2.2	x	14.1	-0.5	96.0	-3.4	0.4
CCOc1ccc(CCNC(=O)CCNC(=O)c2ccccc2Cl)cc1OCC	-1.3	0.7	4.7	-2.2	-1.0	4.1	-3.1	98.0	3.8	0.7
COC(=O)c1ccc(/C=N/NC(=O)C2CC(=O)N(c3ccc(OC)cc3)C2)cc1 (centres undefined)	19.8	2.7	0.9	-5.8	-11.0	1.6	-1.2	93.0	3.8	1.9
CCCCCCN1C[C@@H](O)[C@H](n2cc(COC(=O)c3ccccc3)nn2)C[C@@H]1c1ccc(C)cc1	3.4	0.1	11.2	-2.3	-3.0	-31.9	1.6	97.0	1.0	9.2
O=C(/C=C/c1ccc2c(c1)OCO2)Nc1c(C(=O)O)[nH]c2ccccc12	-1.9	-1.5	2.0	-5.1	2.7	-21.6	-3.1	101.0	-3.0	1.3
COc1cc(OC)c(OC)cc1/C=N/Nc1ncnc2c1[nH]c1ccccc12	-12.5	0.6	-0.4	-3.1	2.3	40.0	-0.6	83.0	-0.7	4.6
O=C(c1cn(-c2ccccc2)nc1-c1cccnc1)N1CCN(S(=O)(=O)c2ccc(Cl)cc2)CC1	0.4	-3.7	14.2	-2.3	0.4	14.7	-0.3	99.0	9.8	-2.9
CCC(=O)NC(NC(=O)CC)C(Cl)Cl	4.2	0.9	2.0	-5.0	3.3	13.8	0.2	101.0	0.3	1.0
O=C(O)C1CCCN(C(=O)NCc2ccccc2)C1 (centres undefined)	4.1	1.8	13.2	-4.8	7.2	-4.2	0.7	97.0	9.1	5.1
O=C(N/N=C/c1ccco1)c1ccn[nH]1	7.9	0.6	-5.0	-2.2	-7.8	-2.5	1.6	95.0	-1.2	1.2
CC(C)C(C)(C#N)NC(=O)CSc1nncn1-c1ccccc1 (centres undefined)	4.6	0.4	18.2	-3.5	6.9	1.5	2.9	102.0	1.6	-5.1
CCOC(OCC)c1cc2ccccc2cn1	1.4	2.5	-1.1	-10.7	1.4	4.3	-1.4	99.0	-1.2	3.7
O=C(N/N=C/c1ccc2c(c1)OCO2)c1cc(-c2ccncc2)nc2ccccc12	3.7	16.4	-20.4	-4.1	3.8	6.2	-2.7	99.0	-7.1	-5.2
COc1ccc(C2CC(=O)Oc3ccc(OC)cc32)cc1 (centres undefined)	-2.4	0.7	-0.3	-6.0	-2.5	1.8	-0.6	99.0	-3.8	-9.3
CCOc1ccc(S(=O)(=O)NCCCN2CCCC2=O)cc1	2.0	-1.5	5.0	-4.0	1.8	-0.8	-3.1	104.0	3.0	8.2
Cc1cc(F)ccc1NC(=O)c1ccc(NS(=O)(=O)c2cccs2)cc1	-0.8	-3.4	11.5	-14.6	-1.8	-1.1	-1.8	96.0	-7.9	-3.7
COc1ccccc1C(=O)N1CCCC(c2nc(-c3cc(OC)c(OC)c(OC)c3)no2)C1 (centres undefined)	-6.5	6.3	10.4	-2.5	3.3	5.5	-1.9	98.0	-0.7	6.3
COc1ccc(N2CCN(C(=O)CC3NC4CCCCC4NC3=O)CC2)cc1 (centres undefined)	-0.1	0.1	12.2	-4.2	-0.1	-0.1	-1.2	95.0	-1.8	-1.9
O=S(=O)(c1ccc(OCC(O)CN2CCCC2)cc1)N1CCOCC1 (centres undefined)	4.9	3.7	17.7	-3.7	-3.9	16.5	-1.0	102.0	-1.8	-0.3
O=[N+]([O-])/C=C/c1cn(Cc2ccccc2)c2ccccc12	31.3*	0.0	0.1	x	0.3	-14.0	0.9	100.0	-4.8	17.6
Cc1cscc1-c1cc2nc(NCCCN(C)C)n(C)c(=O)c2s1	5.1	1.9	4.6	-7.1	2.3	8.7	-0.2	97.0	-5.0	11.6
O=C1OCc2cc(-n3cccc3)ccc21	5.1	2.7	3.1	-2.6	-2.4	9.1	1.7	99.0	0.3	-1.1
O=C(COc1ccc(Br)cc1Br)NC(=S)Nc1cccc(CO)c1	-2.6	-0.5	0.4	-17.3	11.6	-6.4	-1.2	96.0	-2.8	2.3
O=C(CCN=C1NS(=O)(=O)c2ccccc21)OCC(=O)c1ccc(F)c(F)c1	3.7	-0.2	9.1	-5.2	-2.9	-3.3	-2.4	98.0	2.2	2.6
CCc1ccc(NC(=O)CSc2nnc(-c3cnccn3)n2C)cc1	-3.6	6.3	8.7	-2.8	-1.6	-0.5	-0.9	107.0	3.1	-2.4
COC(=O)c1c(-c2c(Cl)cccc2Cl)noc1NC(=O)NN1CCCCC1	-7.7	-6.7	4.2	-4.0	-1.3	-3.6	1.2	96.0	-4.7	-4.4
CCCCn1c(N)c(N(Cc2ccccc2OC)C(=O)C(C)Oc2ccc(F)cc2)c(=O)[nH]c1=O (centres undefined)	-1.8	2.8	5.4	-6.1	-5.4	5.7	-1.8	99.0	3.3	-7.7
NC(=O)c1cc(S(=O)(=O)NCc2cccc(Br)c2)cs1	3.5	-1.5	15.3	-4.0	1.2	-3.2	1.4	97.0	3.2	-13.4
CN(C)CCNC(=O)CNC(=S)N(CCCN1CCOCC1)Cc1cccs1	-6.8	1.8	-3.1	-2.1	-1.5	-2.0	-3.6	93.0	-0.8	2.9
C=CCOc1c(CNc2cccc(C(=O)O)c2)cccc1OCC	1.2	-1.3	7.0	-4.2	1.8	5.9	-1.8	100.0	1.5	2.4
O=C(Cc1ccc(Br)cc1)Nc1ccccc1N1CCCC1	-2.5	-7.2	9.9	-6.4	-1.8	-2.9	-2.3	99.0	-2.9	0.2
O=C(NCc1cc([N+](=O)[O-])ccc1O)c1cccnc1Sc1ccc(Cl)cc1	-2.0	-0.4	-2.5	x	-7.9	1.5	-2.4	89.0	-5.4	-3.1
Cc1ccccc1COC(=O)CCC1=NS(=O)(=O)c2ccccc2N1	12.1	2.7	6.7	-2.4	7.0	-2.5	-0.2	98.0	-5.4	-1.2
CCOC(=O)c1cnc(SCCN2CCOCC2)nc1N	7.7	3.0	4.1	-6.3	6.4	5.7	-1.5	101.0	-0.3	6.9
COCC1CCN(C(=O)C2CCC(=O)N(C3CCCCCC3)C2)CC1 (centres undefined)	0.1	3.8	9.3	x	-7.3	3.9	-2.3	91.0	10.2	-3.0
COc1ccccc1CNC(=S)NC1CCCC1	-1.2	1.4	4.3	-3.3	19.2	-2.8	-1.8	69.0*	2.5	-4.4
COc1ccc(NC(=O)CC2C(=O)N(c3ccc(Cl)cc3)C(=S)N2CCc2ccncc2)cc1 (centres undefined)	5.8	3.4	10.1	-4.9	-2.2	15.3	0.3	101.0	-4.2	0.2
Cc1ccc(-n2ncc(C(=O)Nc3cc(Cl)cc(Cl)c3)c2C2CCNCC2)cc1C	8.2	-3.4	5.2	-13.1	1.6	-29.3	0.2	118.0	-8.0	88.1*
CCN(CC(=O)Nc1ccc(OC)cc1)CC(=O)Nc1ccc(Cl)cc1F	-5.2	0.5	13.9	-2.4	0.4	10.8	-0.6	102.0	-6.8	0.8
CC1Cn2c(nc3c2c(=O)[nH]c(=O)n3C)O1 (centres undefined)	-0.7	2.2	1.2	x	3.9	7.5	-1.5	138.0	-0.4	-2.4
CCOC(=O)c1c(NC(=O)CN2C(=O)NC3(CCCCC3C)C2=O)sc(C(=O)N(C)C)c1C (centres undefined)	12.2	0.3	3.3	-3.9	-11.0	5.9	1.1	102.0	-3.2	12.7
CCN(CC(=O)NCc1ccc(Cl)cc1)C(=O)/C=C/c1cccs1	6.0	0.8	-2.7	-21.2	-0.9	-3.3	1.6	99.0	7.2	-0.8

Of the compounds above, 2 have a nitro group on carbon.
SMILES	ABHD5-PLIN5 inh	N-glyco inh	MC4R antagonist	CaV13 FRET inh	PDI inh	Cardio protect	MC4R ag barr	ABCB6 inh MLPCN	m5-HT2A agonist	Exocytosis inh
O=[N+]([O-])/C=C/c1cn(Cc2ccccc2)c2ccccc12	31.3*	0.0	0.1	x	0.3	-14.0	0.9	100.0	-4.8	17.6
O=C(NCc1cc([N+](=O)[O-])ccc1O)c1cccnc1Sc1ccc(Cl)cc1	-2.0	-0.4	-2.5	x	-7.9	1.5	-2.4	89.0	-5.4	-3.1

Source: PubChem BioAssay (several laboratories)

Random draw from the library. About 4.2% of those tested had a hit in this group.
